# L3MBTL1 inh = blocks human L3MBTL1; Potency, µM (highest dose often 57.1 µM), for inactives: top-dose activity, negative = inhibition, most hits filed as inhibitors; Q9Y468; 230,000 tested, 0.66% active; AlphaScreen L3MBTL1–H3K9me1 peptide binding; also: potency is read from the fitted curve at half-maximal effect; % is scaled to controls: 0 for no effect and ±100 for the full control effect; nearly all actives have a fitted effect of over 60% in size
# Target sequence (Q9Y468 whole entry, looked up): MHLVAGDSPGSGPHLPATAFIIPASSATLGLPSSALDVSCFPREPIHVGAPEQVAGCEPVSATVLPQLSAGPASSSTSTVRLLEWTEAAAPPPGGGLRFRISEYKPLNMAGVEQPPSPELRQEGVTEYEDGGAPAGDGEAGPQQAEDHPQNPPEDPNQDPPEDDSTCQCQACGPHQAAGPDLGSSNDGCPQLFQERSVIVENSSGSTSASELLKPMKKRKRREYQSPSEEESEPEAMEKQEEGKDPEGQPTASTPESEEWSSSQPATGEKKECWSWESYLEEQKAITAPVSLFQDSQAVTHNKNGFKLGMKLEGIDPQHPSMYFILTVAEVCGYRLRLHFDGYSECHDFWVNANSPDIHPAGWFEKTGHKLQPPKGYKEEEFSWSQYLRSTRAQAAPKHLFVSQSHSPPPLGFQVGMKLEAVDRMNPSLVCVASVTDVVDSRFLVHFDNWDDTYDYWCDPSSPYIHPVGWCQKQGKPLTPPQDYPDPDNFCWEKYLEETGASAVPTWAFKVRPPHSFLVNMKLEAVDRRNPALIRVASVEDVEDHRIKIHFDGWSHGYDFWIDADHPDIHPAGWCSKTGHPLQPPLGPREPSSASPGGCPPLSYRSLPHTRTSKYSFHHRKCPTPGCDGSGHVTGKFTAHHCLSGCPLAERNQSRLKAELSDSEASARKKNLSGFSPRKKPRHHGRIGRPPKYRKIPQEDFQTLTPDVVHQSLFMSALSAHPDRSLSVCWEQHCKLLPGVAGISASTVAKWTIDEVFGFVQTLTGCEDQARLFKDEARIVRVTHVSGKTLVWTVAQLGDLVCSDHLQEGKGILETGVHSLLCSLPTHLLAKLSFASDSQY
#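 AlphaScreen proximity signal between nickel-chelate acceptor and streptavidin donor beads (final 10 ug/mL) reports binding of 50 nM L3MBTL1 to 75 nM biotin-H3 K9me1 peptide; complex incubated with compounds 30 min at room temperature; cefsulodin titration as control.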
# CBFb-RUNX1 inh = blocks binding between human CBF-beta and RUNX1; AlphaScreen CBFb-His/RUNX1-biotin binding, biochemical; Potency, µM (top dose mostly 59.8 µM), without a hit: at the top dose activity, negative = inhibition, hits mostly inhibitors; 230,000 tested, under 10 active; also: % of control where 0% means no effect
#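 His-tagged CBF-beta and biotinylated RUNX1 (30 nM each) were premixed 20 min at room temperature, exposed to compound for 15 min, then given nickel-chelate and streptavidin AlphaScreen beads (50 ng each). After 90 min, AlphaScreen signal was read.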
# NPSR antag = blocks cAMP signaling of the human neuropeptide S receptor; 220,000 tested, 1% active; AID 1461; CHO-NPSR cells, cAMP TR-FRET, antagonist mode; Q6W5P4; Potency, µM (top dose mostly 38.3 µM), inactives show top-dose activity change, negative = inhibition, usual class: inhibitors; also: potency is read from the fitted curve at half-maximal effect; % is scaled to controls: 0 for no effect and ±100 for the full control effect; nearly all actives have a fitted effect of over 50% in size; many of its hits are not listed in these tables
# HTT aggregate = reduces HttQ103-GFP aggregates in PC12 cells. 220,000 tested, 1.1% active. AID 1688. PC12 HttQ103-GFP aggregates, Acumen cytometry, 40 h. Potency, µM (doses to about 46.1 µM), for inactives: at the top dose activity change, negative = inhibition, usual class: inhibitors; also: potency is read from the fitted curve at half-maximal effect; % is scaled to controls: 0 for no effect and ±100 for the full control effect; nearly all actives have a fitted effect of over 60% in size
#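 Huntingtin Q103 exon 1–GFP aggregates in induced PC12 cells (100 nM tebufenozide) were quantified by cytometry from lysates, with compounds dosed in titration.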
# Epigenetic reg = epigenetic control regulation, reporter derepression; murine LDR cells, GFP reporter derepression, 30 h; Potency, µM (doses to about 53.9 µM), for inactives: at the highest dose GFP activation, most hits filed as activators; 280,000 tested, 0.2% active; AID 1865; also: potency is read from the fitted curve at half-maximal effect; % of control where 0% means no effect; nearly all actives have a fitted effect of over 60% in size
#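 In this reporter-derepression format, murine cells bearing a silenced integrated CMV-GFP locus incubate with test compound (30 h, 37 C), then are washed and imaged; fluorescent objects of 20–120 um count as induced cells.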
# IMPase Li inh = membrane-permeable IMPase blocker, potentiated with lithium. CHO-M1 cells, IP1 TR-FRET (IP-One), carbachol + lithium. AID 1457. Potency, µM (series often up to 59.4 µM), inactives show at the highest dose activity, negative = IMPase inhibition, usual class: inhibitors. 210,000 tested, 0.35% active;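 also: IP1 builds up when IMPase is blocked and the TR-FRET signal falls; potency is read from the fitted curve at half-maximal effect; plate controls were basal vehicle for no effect and high inhibitor control for full effect; nearly all actives have a fitted effect of over 50% in size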
#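 Concentration–response in CHO-M1 cells, lithium-potentiated; 30 min at 37C. IP1 detected by competitive TR-FRET after 10 min lysis at RT. Hill-fitted AC50.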
# KinaseGlo FLuc = Kinase-Glo luciferase inhibition (counter-screen) | Q27757 | AID 1379 | 200,000 tested, 0.28% active | Kinase-Glo luciferase, ATP luminescence, 8 min | Potency, µM (titrated, usually from 38.3 µM), inactives show top-dose activity change, negative = inhibition, usual class: inhibitors; also: potency is read from the fitted curve at half-maximal effect; % is scaled to controls: 0 for no effect and ±100 for the full control effect; nearly all actives have a fitted effect of over 60% in size
#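 Recombinant Kinase-Glo luciferase, 10 uM ATP (linear range), luciferin; imidazole pH 7.2 / KCl / MgCl2 / Tween / BSA buffer; 8 min RT; luminescence.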
# * marks the source's active call; other numbers are inactive results; ? = inconclusive; . = no result given; [ ] = another dose, or the depositor's remark. Calls follow the shape of the dose curve; as a rule, active = well fitted curve in the direction sought with a large enough effect; inconclusive = small, poorly fitted or top-dose-only effect, or another doubt; inactive = no such curve, though single readings can be large; an effect the other way counts as inactive or inconclusive.
SMILES,L3MBTL1 inh,CBFb-RUNX1 inh,NPSR antag,HTT aggregate,Epigenetic reg,IMPase Li inh,KinaseGlo FLuc
CCCc1cc(C(N)=O)c(NC(=O)c2cc(C)on2)s1,.,2%,-23%[46.1 µM],-17%,-1.0%,-1%[38.3 µM],-3%
COc1cc(NC(=O)CSCc2cnn(-c3ccccc3)c2-n2cccc2)cc(OC)c1,-5%,-14%,-17%[46.1 µM],10%,-2.0%,4%,2%
Cc1ccc(NC(=O)c2cccc(OCc3c(C)noc3C)c2)cc1,.,1%,-18%[46.1 µM],-7%,-1.4%,33%[38.3 µM],-3%
CC(C)CNC(=O)c1cccc(Cn2cc(Cl)cn2)c1,1%,7%,-5%[46.1 µM],-3%,-0.3%,1%[38.3 µM],-1%
CCCNC(=O)CSc1nc2ccccc2c(=O)n1CCC,4%,2%,-2%,-5%,-0.2%,12%,4%
CCOC(=O)/C=C1\SCC(=O)N1CC(=O)Nc1ccccc1OC(F)F,2%,1%,3%[46.1 µM],10%,-0.7%,-6%[38.3 µM],-2%
O=C(O)/C=C/C(=O)Nc1cc(F)ccc1F,8%,6%,0%[7.67 µM],5%[9.22 µM],-0.3%,.,.
CC(C)(C)NC(=O)Cn1c(SCC(=O)NCc2cccs2)nc2ccccc21,6%,4%,-1%[46.1 µM],-1%,-0.1%,-1%[38.3 µM],0%
CC(C)(C)NC(=O)CSc1nc(N)c(-c2ccccc2)c(=O)[nH]1,8%,6%,-5%,-6%[9.22 µM],-5.0%,4%,-1%
CCOc1ccc(-n2c(SCC(=O)Nc3ccc(Br)cc3)nc3n[nH]c(C)c3c2=N)cc1,.,-2%,-35%,-5%,7.9%,-13%,-1%
CC1CCN(C(=O)C(Cc2ccccc2)NS(=O)(=O)c2ccc3c(c2)oc(=O)n3C)CC1 (configuration not stated),1%,3%,1%[46.1 µM],17%,1.7%,13%[38.3 µM],-4%
N#CCOc1nc(N2CCOCC2)nc(N2CCOCC2)n1,8%,3%,3%[46.1 µM],16%,0.9%,26%[38.3 µM],-1%
Cc1cc(C)cc(NS(=O)(=O)c2ccc(F)cc2)c1,9%,4%,1%,24%[9.22 µM],-1.2%,.,.
Cc1ccc(S(=O)(=O)CCC(=O)NCc2ccco2)cc1,.,1%,-4%[46.1 µM],1%,-2.9%,23%[38.3 µM],0%
COc1ccc(C(=O)c2cc([N+](=O)[O-])ccc2N2CCOCC2)cc1,-10%,-7%,10%,?,5.6%,3%,-1%
CC(=O)N(CCC1(C(C)C)CCOC(C)(C)C1)C(C)c1cccs1 (configuration not stated),4%,6%,-24%,3%[9.22 µM],-1.0%,.,.
Cc1ccc(-c2noc(CCC(=O)Nc3ccc(C)cn3)n2)cc1,26%,4%,9%[46.1 µM],-3%,-2.2%,?,-2%
CC(C)n1nnnc1-c1cccc(Cl)c1,2%,0%,9%[46.1 µM],16%,-0.9%,-21%[38.3 µM],-2%
C=CCn1c(NC(=O)c2ccc(Br)o2)c(S(=O)(=O)c2ccccc2)c2nc3ccccc3nc21,?,-15%,13%[46.1 µM],-9%,-2.6%,10µM*,-1%
COCCCNC(=O)CSc1ccc(Cl)cc1,7%,4%,-12%[46.1 µM],?,0.0%,20%[38.3 µM],2%

# Sorted by heavy-atom count (low to high): part of the list above
SMILES,L3MBTL1 inh,CBFb-RUNX1 inh,NPSR antag,HTT aggregate,Epigenetic reg,IMPase Li inh,KinaseGlo FLuc
O=C(O)/C=C/C(=O)Nc1cc(F)ccc1F,8%,6%,0%[7.67 µM],5%[9.22 µM],-0.3%,.,.
CCCc1cc(C(N)=O)c(NC(=O)c2cc(C)on2)s1,.,2%,-23%[46.1 µM],-17%,-1.0%,-1%[38.3 µM],-3%
COc1ccc(C(=O)c2cc([N+](=O)[O-])ccc2N2CCOCC2)cc1,-10%,-7%,10%,?,5.6%,3%,-1%
CC(C)(C)NC(=O)Cn1c(SCC(=O)NCc2cccs2)nc2ccccc21,6%,4%,-1%[46.1 µM],-1%,-0.1%,-1%[38.3 µM],0%

# (listing goes on)
SMILES,L3MBTL1 inh,CBFb-RUNX1 inh,NPSR antag,HTT aggregate,Epigenetic reg,IMPase Li inh,KinaseGlo FLuc
Cn1c(=O)n(C)c2cc(/C=N/NC(=O)c3ccncc3)ccc21,.,-1%,8%,1%,-1.2%,4%,3%
CC(C)N1CCC2(CC1)Oc1ccc(Br)cc1C1CC(c3cccnc3)=NN12 (configuration not stated),.,6%,-24%,41%[9.22 µM],1.0%,.,.
Cc1ccccc1OCCCSc1nc2ccccc2[nH]1,20%,8%,-10%[46.1 µM],?,-0.9%,.,.
Cc1nc(SCC(N)=O)[nH]c(=O)c1Cc1ccc(OC(C)C)cc1,-2%,2%,-8%[46.1 µM],-10%,-1.1%,-4%[38.3 µM],0%
CC(=Nc1ccccc1)C1=C(O)COC1=O,.,-3%,-25%[46.1 µM],-4%[9.22 µM],-9.3%,-2%[38.3 µM],7%
CCCOc1ccc(S(=O)(=O)N2C(=O)CC(=O)N(Cc3ccc(OCC)cc3)C2=O)cc1,-3%,2%,17%,25%[9.22 µM],2.9%,.,.
C=C(C)C(=O)Nc1ccc(OC(F)(F)C(F)F)c(NC(=O)C(=C)C)c1,?,-2%,-11%[46.1 µM],0%,-1.2%,-23%[38.3 µM],-6%
COc1ccc(S(=O)(=O)N2CCCCCC2)cc1N(C)S(=O)(=O)c1ccc(C)cc1,4%,0%,-19%[46.1 µM],-31%,1.0%,.,.
CCOC(=O)c1ccc(N2CCCCC2)c(NS(=O)(=O)c2ccc(C)cc2)c1,17%,17%,60%,-6%[9.22 µM],4.0%,.,.
Cc1nc2cc3c(cc2s1)OCO3,3%,14%,9%,-28%[9.22 µM],0.0%,.,.
CC1(C)CC(=O)C(C2NCCc3ccccc32)=C(O)C1 (configuration not stated),.,2%,-10%[46.1 µM],8%[9.22 µM],-3.3%,-3%[38.3 µM],5%
O=S(=O)(c1ccc(-c2ccon2)s1)N1CCCC1,3%,4%,-4%[7.67 µM],-3%[9.22 µM],-0.3%,.,.
COC(=O)c1ccc(NC(=O)Cc2ccccc2)cc1,4%,3%,-11%[46.1 µM],-9%,-2.0%,-2%[38.3 µM],2%
O=C(c1ccccc1)N1CCCCC(Sc2nnnn2-c2ccccc2)C1=O (configuration not stated),30%,1%,-8%[46.1 µM],-6%,-1.0%,17%,2%
COc1ccc(/C=C(\C#N)C(=O)Nc2ccc3[nH]c(=O)[nH]c3c2)cc1,.,6%,7%,-40%[9.22 µM],-1.1%,.,.
Fc1ccc(-c2nc3ccccc3c3nc4ccccc4n23)cc1,-2%,-5%,-19%,12%,0.0%,?,-3%
COC(=O)c1ccc(NC(=O)Cn2nnc(-c3cccs3)n2)cc1,9%,-4%,11%,-4%,-3.5%,0%,1%
O=C(Nc1nc(=O)n(C(=O)C2CC2)s1)c1ccccc1,4%,9%,-30%[46.1 µM],?,-0.9%,3%,0%
Cc1cc2oc(=O)cc(CN3CCC(C)CC3)c2c(C)c1Cl,2%,14%,-13%[46.1 µM],8%,2.4%,5%[38.3 µM],-1%
CC1CCN(c2ccc(/C=N\Nc3nncn3N)cc2[N+](=O)[O-])CC1,-4%,-8%,-5%,-10%,1.9%,3%,-2%
Cc1cccc(N(C(=O)c2ccc(CN3CCOCC3)o2)C(C(=O)NC(C)(C)C)c2ccc(F)cc2)c1 (configuration not stated),2%,17%,10%[46.1 µM],?,2.4%,2%,-1%
O=C(Nc1ccccc1)N(CCCN1CCOCC1)Cc1ccccc1F,2%,2%,6%[46.1 µM],0%,-0.1%,1%[38.3 µM],0%
CNC(=S)N/N=C/c1c(C)nn(-c2ccccc2)c1Cl,.,-1%,-18%[46.1 µM],21%,1.0%,37%[activator][38.3 µM],-3%
O=C(NCc1ccco1)c1ccc(S(=O)(=O)N2CCOCC2)cc1,35µM*,?,-4%[46.1 µM],18%,-2.0%,-4%[38.3 µM],-5%
O=C(c1cc2ccccc2c(=O)o1)N1CCc2ccccc2C1,5%,-6%,-13%[46.1 µM],9%,-0.3%,0%[38.3 µM],-2%
N#CCc1c(C#N)c(N)nc(N2CCCC(CO)C2)c1C#N (configuration not stated),-1%,5%,8%,-16%,-3.5%,-3%,1%
C/C(=N\N1CCN(C2c3ccccc3-c3ccccc32)CC1)c1cccnc1,-7%,-1%,-21%[46.1 µM],5%,1.8%,3%[38.3 µM],-4%
Cc1ccc(OCC(=O)Nc2ccc3c(c2)OCO3)c([N+](=O)[O-])n1,1%,-2%,13%,11%,0.0%,0%,-2%
Nc1nc2c(ncn2[C@@H]2O[C@H](COP(=O)(O)OP(=O)(O)OP(=O)(O)O)[C@@H](O)C2O)c(=O)[nH]1 (some centres not stated),.,5%,.,.,1.1%,0%,.
O=C(Nc1ccc(NC(=O)C2CCCN2C(=O)OCc2ccccc2)cc1)c1ccco1 (configuration not stated),6%,14%,0%[46.1 µM],4%,0.0%,28%[38.3 µM],-1%
CCN(CC)S(=O)(=O)c1cc(NC(=O)C(C)OC(=O)c2[nH]c(C)c(C(C)=O)c2C)ccc1C (configuration not stated),-3%,8%,-17%,-14%,0.0%,12%,2%
CC(C)NC(=O)CSCc1cccc(Br)c1,.,7%,3%[46.1 µM],-16%,-3.8%,19%[38.3 µM],2%
COc1ccc(C(=O)C(C)Oc2cccc(NC(=O)c3cccc([N+](=O)[O-])c3)c2)cc1 (configuration not stated),-7%,4%,-15%,-21%,0.1%,3%,0%
Cc1ccc(OCCC(=O)NCCc2ccc(S(N)(=O)=O)cc2)cc1,1%,4%,11%,2%,0.9%,0%,-2%
Cc1nn(CC(=O)Nc2ccc3c(c2)nc(CN2CCCCC2)n3C)c(=O)c2ccccc12,.,1%,-10%[46.1 µM],3%,1.2%,33%[38.3 µM],3%
CC(OC(=O)c1ccc(NS(=O)(=O)c2ccc3[nH]c(=O)[nH]c3c2)cc1)C(=O)Nc1ccc(Cl)cc1 (configuration not stated),9%,-19%,-48%,18%,1.1%,6%,2%
Cc1ccccc1-c1cc(-c2ccccc2O)on1,25%,23%,30%[46.1 µM],-13%,-2.5%,14%[38.3 µM],-26%
CS(=O)(=O)Nc1nnc(Cc2ccccc2)s1,10%,-3%,5%[46.1 µM],-3%,0.0%,-1%,2%
CCC(C)C(=O)Nc1nnc(SCC(=O)NC(C)(C)C)s1 (configuration not stated),-18%,-11%,9%,16%,0.0%,1%,-1%
O=C(CSCc1ccc([N+](=O)[O-])cc1)N/N=C/c1ccncc1,11%,6%,5%,-5%,-1.3%,-5%,2%
CCCS(=O)(=O)N1CCN=C1SCc1ccc(C)cc1,.,10%,6%,-6%,1.1%,-1%,-2%

# Compound activity deposited in PubChem by National Center for Advancing Translational Sciences (NCATS).

# Some of the compounds tested, so the mix of outcomes need not match the whole.
